Screening results from PubChem BioAssay.
APJ antagonist: antagonists of human apelin receptor APJ, primary screen, CHO-K1 cells, beta-arrestin complementation, luminescence; P35414; inhibition, % at 20 µM; hit rate 0.32% among 330,000; AID 2521, 2010;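 active = inhibition above about 40% at 20 µM, limit read from the data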;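 also: cells challenged with 10 nM apelin-13 agonist together with compound; plate controls were apelin-13 plus DMSO wells for no effect and DMSO wells lacking apelin-13 for full effect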
UPR CHOP act: activators of apoptotic CHOP UPR arm, primary screen, cell-based, CHO-CHOP luciferase reporter, luminescence, uHTS | UPR activation; percent of tunicamycin response over DMSO baseline | activation, % at 10 µM | hit rate 0.34% among 330,000 | AID 449763, 2010;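 active = at 10 µM dose, activation of 40% or more, normalized to positive control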;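 also: 100% = tunicamycin at 10 µg/mL and 0% = DMSO alone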
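Assay system: CHO-CHOP cells, stable luciferase reporter of PERK-eIF2a-CHOP signalling / Buffer or medium: F12 plus 10% serum / Compound dosing: one dose, 10 µM in 0.5% DMSO / Times: 6 h compound treatment, 37 °C / Technique: luciferase luminescence / Read-out: % reporter activation, DMSO baseline versus tunicamycin full activation / Benchmarks: tunicamycin and DMSO controls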
XBP1 UPR activ: activators of adaptive XBP1 UPR arm, primary screen, cell-based, CHO-XBP1 luciferase reporter, luminescence, uHTS | hit rate 0.33% among 330,000 | activation, % at 20 µM | IRE1-XBP1 UPR activation; percent of tunicamycin response, DMSO as zero;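 active = versus positive control, 20 µM dose yields 30% or more activation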;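 also: 100% = tunicamycin at 10 µg/mL and 0% = DMSO only wells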
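Test system: CHO-XBP1 luciferase reporter cells | Buffer or medium: Serum-containing F12 medium, 10% FBS | Schedule: 6 h compound exposure at 37 °C, 5% CO2 | Detection: Steady-Glo luciferase glow luminescence, 10 min after reagent addition | Read-out basis: Activation, % of tunicamycin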
APJ agonist: agonists of human apelin receptor APJ, primary screen, CHO-K1 cells, PathHunter beta-arrestin, luminescence; P35414; 0% DMSO wells, 100% apelin; activation, % at 20 µM; hit rate 0.11% among 330,000;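 active = activation more than six SD over the plate average, tested at 20 µM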;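 also: 0% = DMSO alone and 100% = apelin-13 at 10 nM; some results filed as inactive read as strong as hits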
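Test system: CHO-K1 APJ beta-arrestin complementation cell line | Compound: Single test compound dose, 20 µM final, 1% DMSO | Incubation: Compound 90 min 25 °C, reagent 1 h | Measured by: beta-gal luminescence | Read-out basis: APJ–arrestin association signal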
TIM10 inh: growth inhibitors of isogenic TIM10 control yeast, primary screen, counter-screen for tim10-1 yeast inhibitor project, luminescence, uHTS; S. cerevisiae TIM10 strain growth, BacTiter-Glo luminescence, 24 h; inhibition, % at 10 µM; hit rate 1.4% among 330,000;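 active = inhibition of 40% or more at the single tested concentration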;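 also: wild-type TIM10 isogenic control strain grown at permissive 25 °C; 0% = DMSO yeast wells and 100% = minimal medium wells without yeast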
tim10-1 inh: growth inhibitors of tim10-1 mutant yeast, primary screen, luminescence, uHTS. S. cerevisiae tim10-1 ts strain growth, BacTiter-Glo, 24 h. inhibition, % at 20 µM. hit rate 2.2% among 330,000. AID 463190, 2010;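 active = inhibition of at least 40%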;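 also: mutant grown at 25 °C; 0% = DMSO wells with yeast and 100% = wells holding no yeast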
tim23-1 inh: growth inhibitors of tim23-1 mutant yeast, primary screen, luminescence, uHTS; S. cerevisiae tim23-1 growth, BacTiter-Glo luminescence, 24 h; inhibition, % at 20 µM; hit rate 1.3% among 330,000; AID 463212, 2010;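 active = growth inhibition of the mutant yeast at or above 50%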;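 also: temperature-sensitive mutant grown at 25 °C; plate controls were DMSO-treated mutant yeast for no effect and medium wells lacking yeast for full effect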
Mdm2 MdmX PPI: inhibitors of human Mdm2-MdmX association, primary screen, cell-based, luminescence, split luciferase, SaOS-2, uHTS. Protein Mdm4 (Homo sapiens) + E3 ubiquitin-protein ligase Mdm2 (Homo sapiens), …. SaOS-2 split-luciferase Mdm2/MdmX complementation. inhibition, % at 8 µM. hit rate 3% among 330,000;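 active = inhibition of at least 50% at 8 µM in the primary screen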
Target sequence (O15151 whole entry, looked up): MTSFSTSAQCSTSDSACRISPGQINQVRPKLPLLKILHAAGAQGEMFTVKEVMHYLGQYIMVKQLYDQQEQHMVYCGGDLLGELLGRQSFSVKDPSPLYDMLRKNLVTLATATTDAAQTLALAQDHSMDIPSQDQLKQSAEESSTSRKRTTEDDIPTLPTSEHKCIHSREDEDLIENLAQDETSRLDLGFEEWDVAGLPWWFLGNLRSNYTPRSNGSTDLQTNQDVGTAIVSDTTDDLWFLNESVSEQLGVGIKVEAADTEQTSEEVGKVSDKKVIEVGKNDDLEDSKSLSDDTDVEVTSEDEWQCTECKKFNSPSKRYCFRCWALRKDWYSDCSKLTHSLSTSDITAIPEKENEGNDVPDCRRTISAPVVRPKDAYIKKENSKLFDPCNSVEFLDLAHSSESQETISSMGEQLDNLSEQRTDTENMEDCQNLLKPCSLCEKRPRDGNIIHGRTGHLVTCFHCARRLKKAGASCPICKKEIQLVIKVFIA
Target sequence (Q00987 whole entry, looked up): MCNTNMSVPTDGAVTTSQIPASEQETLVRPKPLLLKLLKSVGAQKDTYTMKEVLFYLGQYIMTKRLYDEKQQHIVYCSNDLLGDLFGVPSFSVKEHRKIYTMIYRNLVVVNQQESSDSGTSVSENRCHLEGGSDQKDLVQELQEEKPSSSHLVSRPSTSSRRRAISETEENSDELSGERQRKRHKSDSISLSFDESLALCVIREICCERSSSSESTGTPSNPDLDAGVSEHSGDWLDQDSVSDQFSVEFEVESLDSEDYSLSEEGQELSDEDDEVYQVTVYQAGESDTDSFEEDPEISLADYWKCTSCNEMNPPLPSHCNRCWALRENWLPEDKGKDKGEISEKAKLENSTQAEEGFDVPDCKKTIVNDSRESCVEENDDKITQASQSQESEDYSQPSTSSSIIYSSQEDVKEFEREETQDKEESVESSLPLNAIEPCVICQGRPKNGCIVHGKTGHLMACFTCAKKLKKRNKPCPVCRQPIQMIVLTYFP
CXCR6 inh: CXCR6 receptor inhibitors, primary screen, cell-based, beta-arrestin, luminescence, CHO-K1 PathHunter, 1536-well. C-X-C chemokine receptor type 6 (Homo sapiens), O00574. inhibition, % at 20 µM. hit rate 0.36% among 360,000; in the data active = inhibition above about 34%, passing the limit was not always enough;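 also: antagonist mode with CXCL16 agonist at 10 nM final; 0% = 10 nM CXCL16 with DMSO and 100% = unstimulated wells without agonist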
Active calls of the source: *; / = not tested or not shown.

Sequence of screens: APJ antagonist	UPR CHOP act	XBP1 UPR activ	APJ agonist	TIM10 inh	tim10-1 inh	tim23-1 inh	Mdm2 MdmX PPI	CXCR6 inh
> CCOCCn1c(CN2CCN(C(c3ccccc3)c3ccccc3)CC2)nc2c1c(=O)n(C)c(=O)n2C
    2	0.0	-1	-3	-8	16	13	8	11
> COc1cc(C(=O)N2CCCc3ccccc32)c([N+](=O)[O-])cc1OC
    -3	-1.8	-5	-1	-2	8	16	-33	-2
> COc1ccc2cc(C(c3nnnn3CC3CCCO3)N3CCOCC3)c(=O)[nH]c2c1 (stereo not drawn)
    0	-1.1	2	-3	2	-5	14	-32	5
> CC12CCC(C(=O)N(Cc3ccccc3)Cc3ccccc3)(OC1=O)C2(C)C (stereo not drawn)
    3	0.8	-2	0	33	36	47	8	1
> CCCCc1ccc(N=N/C(C(=O)Nc2ccccc2OC)=C(/C)O)cc1
    -29	0.1	-4	-2	2	8	15	-45	0
> COc1cccc(C(C(=O)NC2CCCC2)N(Cc2ccccc2OC)C(=O)c2ccco2)c1 (stereo not drawn)
    10	-2.7	-5	-7	17	6	10	19	-4
> CC1CC(C)CN(C(=S)SCc2nc(N)nc(Nc3ccccc3)n2)C1 (stereo not drawn)
    -26	1.4	-2	8	37	15	37	22	-8
> COc1ccc(-c2noc(CN(C)S(=O)(=O)c3ccc(C)cc3)n2)cc1
    2	-0.8	-2	-3	-17	-1	10	12	-2
> Cc1ncc(CO)c(CNc2ccc(-c3nc4ccccc4[nH]3)cc2)c1O
    8	2.8	-3	-5	-5	10	23	-37	-5
> O=C(NCC1CCN(Cc2ccccc2Cl)CC1)Nc1cccc(Cl)c1
    -25	0.0	-3	-3	-38	-32	-2	24	4
> COc1ccc(CCNC(=O)Cn2cnc3c(nnn3Cc3ccc(C)cc3)c2=O)cc1OC
    -2	-2.0	-4	-3	-8	-6	-19	1	-1
> Cn1nc(-c2ccc(N3CCCCC3)c(NC(=O)c3ccco3)c2)c2ccccc2c1=O
    9	3.7	17	-4	20	24	30	88*	14
> CC1CCCCN1C(=O)CSc1nc2ccccc2n1CC(=O)N1CCc2ccccc21 (stereo not drawn)
    12	2.2	-2	-4	14	7	21	7	4
> O=Cc1ccc(-c2nc3ccccc3s2)o1
    13	1.8	-1	3	25	15	21	-163	-8
> Cc1c(NC(=O)COC(=O)c2cccn2C)c(=O)n(-c2ccccc2)n1C
    12	-0.3	0	-2	-6	-7	-11	12	3
> CC(=O)N1CCN(c2nnnn2-c2ccccc2)CC1
    19	0.0	-2	-4	4	0	4	6	9
> Cc1ccc(-c2nn(-c3ccccc3)cc2/C=N/NS(=O)(=O)c2ccccc2)cc1
    3	3.8	6	-8	-2	18	19	-33	6
> Cc1ccc(Cc2nnc(SCC(=O)Nc3ccc(C)cc3C)[nH]c2=O)cc1
    -3	-1.6	-2	-5	7	10	2	2	1
> CC1(C)CC(=O)c2sc(NC(=O)CCS(=O)(=O)c3ccccc3)nc2C1
    6	0.0	-3	-1	31	46*	48	71*	2
> S=c1[nH]nc(COc2ccccc2)n1/N=C/c1ccccc1Br
    11	-1.7	-4	-3	20	14	17	5	9

Look-ups from the list.
Value of Cn1nc(-c2ccc(N3CCCCC3)c(NC(=O)c3ccco3)c2)c2ccccc2c1=O in tim23-1 inh: 30
Value of CC1(C)CC(=O)c2sc(NC(=O)CCS(=O)(=O)c3ccccc3)nc2C1 in APJ antagonist: 6

Next part
Sequence of screens: APJ antagonist	UPR CHOP act	XBP1 UPR activ	APJ agonist	TIM10 inh	tim10-1 inh	tim23-1 inh	Mdm2 MdmX PPI	CXCR6 inh
> COC(=O)c1oc2ccc(Br)cc2c1NC(=O)CCCN1C(=O)c2ccccc2C1=O
    -6	0.5	-2	2	-2	11	12	48	2
> COc1ccc(NC(=O)Cn2cnc3sc(C)c(S(=O)(=O)N4CCN(C)CC4)c3c2=O)cc1OC
    0	0.1	0	-3	-7	-7	10	20	-5
> CCNC(=S)N(CCc1ccccc1C)Cc1cc2cc(OC)c(OC)cc2[nH]c1=O
    3	-1.3	3	0	9	21	9	14	-2
> Cc1cccnc1NC(=O)c1ccc(C(=O)c2ccccc2)cc1
    -59	0.1	0	3	-11	8	0	-30	8
> CCOc1ccccc1C(=O)NC(C)CCc1ccccc1 (stereo not drawn)
    -12	0.1	-2	1	13	16	22	27	9
> CC[C@]12c3[nH]c4cc(-c5ccco5)ccc4c3CCN1C(=O)[C@@H](CC(=O)NCc1cccc(C(F)(F)F)c1)C[C@@H]2C(=O)N1CCN(C(=O)C2CC2)CC1
    /	8.6	2	/	0	12	31	40	4
> COc1cccc(N2CC(C(=O)NCc3n[nH]c(=O)c4ccccc34)CC2=O)c1 (stereo not drawn)
    30	-0.8	1	-3	7	8	14	8	6
> CCc1csc(CNC(=O)C2CCC(=O)N(Cc3cccc(F)c3)C2)n1 (stereo not drawn)
    4	1.6	-5	-1	4	-8	-9	27	-6
> Cc1c(C(=O)NCc2ccccc2CN2CCCC2)oc2c(F)cccc12
    -11	-1.5	0	-4	10	18	18	14	5
> O=C(CSc1nc2ccccc2s1)N1CCN(C(=O)c2ccco2)CC1
    16	0.0	-2	-3	9	19	3	13	-4
> COC(=O)C1=C(C)N(CCCC(=O)O)C(=O)NC1c1cc2c(cc1[N+](=O)[O-])OCO2 (stereo not drawn)
    -35	1.7	-1	1	-10	22	1	4	-5
> CN(C)C(=O)C12CCC(C)(C(=O)C1Br)C2(C)C (stereo not drawn)
    -1	1.2	0	3	11	-1	-7	-21	0
> NC(N)=NNC(=O)c1ccccc1Cl
    -8	-1.8	-2	0	3	4	7	15	-3
> COCCNc1ncnc2c1cnn2Cc1ccccc1Cl
    9	-2.1	-1	-2	8	4	10	5	-7
> CCOC(=O)CN(C)Cc1cn[nH]c1-c1ccc2cc(OC)ccc2c1
    9	1.6	-5	1	-4	6	18	18	9
> COCCNS(=O)(=O)c1ccc(C)c(C)c1C
    12	-0.1	1	-2	-25	-11	-2	10	-4
> Cc1ccc(S(=O)(=O)NN=C2CCN(Cc3ccccc3)CC2)cc1
    9	-0.8	-1	-3	10	-3	1	21	1
> O=C(CNC(=O)c1ccccc1Br)N/N=C/c1cccnc1
    9	0.2	2	-2	-4	0	-2	19	-8
> CCCCNC(=O)c1ccc2nc(-c3ccco3)c(-c3ccco3)nc2c1
    -95	1.6	0	5	-4	-4	3	10	2
> CCCc1cc(C(F)(F)F)c(C#N)c(=O)[nH]1
    -10	1.7	0	-1	4	11	2	0	-3

Full records, looked up by structure. Order of screens: APJ antagonist | UPR CHOP act | XBP1 UPR activ | APJ agonist | TIM10 inh | tim10-1 inh | tim23-1 inh | Mdm2 MdmX PPI | CXCR6 inh
Results for COC(=O)C1=C(C)N(CCCC(=O)O)C(=O)NC1c1cc2c(cc1[N+](=O)[O-])OCO2 (stereo not drawn) : -35 | 1.7 | -1 | 1 | -10 | 22 | 1 | 4 | -5
Results for CCOC(=O)CN(C)Cc1cn[nH]c1-c1ccc2cc(OC)ccc2c1 : 9 | 1.6 | -5 | 1 | -4 | 6 | 18 | 18 | 9
Results for COCCNS(=O)(=O)c1ccc(C)c(C)c1C : 12 | -0.1 | 1 | -2 | -25 | -11 | -2 | 10 | -4
Results for CN(C)C(=O)C12CCC(C)(C(=O)C1Br)C2(C)C (stereo not drawn) : -1 | 1.2 | 0 | 3 | 11 | -1 | -7 | -21 | 0
Results for CCCc1cc(C(F)(F)F)c(C#N)c(=O)[nH]1 : -10 | 1.7 | 0 | -1 | 4 | 11 | 2 | 0 | -3

Ordered by the number under XBP1 UPR activ (smallest number first): four of the compounds above.
Molecule,APJ antagonist,XBP1 UPR activ,APJ agonist,Mdm2 MdmX PPI,CXCR6 inh
NC(N)=NNC(=O)c1ccccc1Cl,-8,-2,0,15,-3
Cc1ccc(S(=O)(=O)NN=C2CCN(Cc3ccccc3)CC2)cc1,9,-1,-3,21,1
CCCc1cc(C(F)(F)F)c(C#N)c(=O)[nH]1,-10,0,-1,0,-3
O=C(CNC(=O)c1ccccc1Br)N/N=C/c1cccnc1,9,2,-2,19,-8

Remaining list, next part
Sequence of screens: APJ antagonist	UPR CHOP act	XBP1 UPR activ	APJ agonist	TIM10 inh	tim10-1 inh	tim23-1 inh	Mdm2 MdmX PPI	CXCR6 inh
> COc1ccc(-n2c(SCC(=O)N3CCOCC3)nnc2C(C)N2CCCCC2)cc1 (stereo not drawn)
    -5	-0.9	3	-2	4	8	27	7	/
> Cc1ccc(/C=N/NC(=O)COc2ccc(Cl)c(C)c2)o1
    19	-0.1	0	-3	-24	-3	-1	11	4
> CNC(C)C#Cc1ccc2c(=O)c3c(OC)cccc3oc2c1 (stereo not drawn)
    8	1.5	4	2	25	25	27	-40	/
> Cc1nc(-c2ccc(Cl)cc2)sc1C(=O)CBr
    39	2.1	-2	-8	52*	51*	47	11	8
> CCOC(=O)/C=C/[C@H]1CC(c2ccccc2)(c2ccccc2)CO1
    -1	-1.1	-4	-3	5	0	19	31	6
> Cc1cc(C)nc(NC(=O)c2c(-c3ccccc3Cl)noc2C)n1
    -2	-0.4	2	-1	-4	15	8	-2	2
> Cc1cccc(NC(=O)COC(=O)COc2ccc3c(c2)CCC3)c1
    -6	-0.8	-2	-2	11	3	18	-12	-2
> COc1ccc(-c2csc(NC(=O)COC(=O)c3ccco3)n2)cc1
    -9	3.7	-1	-1	-4	-3	12	-83	1
> CCCc1ccc(Oc2cc(Cl)nc(N)n2)cc1
    -2	4.4	0	2	-2	14	2	-68	11
> CCCCn1c(N)c(N(CCOC)C(=O)C2CC(=O)N(c3ccc(CC)cc3)C2)c(=O)[nH]c1=O (stereo not drawn)
    -3	2.9	-1	-1	0	-1	4	-16	0
> Nc1c(N2CCCC2)cc(Cl)c2nonc12
    -19	1.0	4	9	4	10	17	-16	-1
> CCN(CC(=O)Nc1ccc(NC(C)=O)cc1)C(=O)CCCc1nc2ccccc2s1
    6	-1.1	-1	-1	8	2	2	-6	0
> O=C(Nc1cc(S(=O)(=O)N2CCCCC2)ccc1Cl)C1COc2ccccc2O1 (stereo not drawn)
    -13	-0.2	-1	-1	12	15	6	12	5
> CN1CCN(c2nc(-c3ccc(Cl)cc3)nc3ccccc23)CC1
    10	2.1	9	-1	41*	17	46	31	-3
> COc1ccc(CCNC(=O)C(=O)NCC2CCNCC2)cc1OC
    4	-0.9	-2	-4	-20	-23	-4	2	-9

An excerpt; rates above refer to the full screens.
